# From PubChem
# NCOA2 inhibitor – human SRC2 (NCOA2) inhibition; HEK293 GAL4-SRC2 luciferase reporter, luminescence; 370,000 tested, 0.17% active; inhibition, % at 9 µM; Q15596;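 active = inhibition above the mean inhibition of all tested compounds plus 3 SD, set per campaign, cut at about 52% in these data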;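 also: 0% = DMSO treated cells and 100% = cells given Gossypol at 36 µM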
# Target sequence (Q15596 whole entry, looked up, the tested form may be a part): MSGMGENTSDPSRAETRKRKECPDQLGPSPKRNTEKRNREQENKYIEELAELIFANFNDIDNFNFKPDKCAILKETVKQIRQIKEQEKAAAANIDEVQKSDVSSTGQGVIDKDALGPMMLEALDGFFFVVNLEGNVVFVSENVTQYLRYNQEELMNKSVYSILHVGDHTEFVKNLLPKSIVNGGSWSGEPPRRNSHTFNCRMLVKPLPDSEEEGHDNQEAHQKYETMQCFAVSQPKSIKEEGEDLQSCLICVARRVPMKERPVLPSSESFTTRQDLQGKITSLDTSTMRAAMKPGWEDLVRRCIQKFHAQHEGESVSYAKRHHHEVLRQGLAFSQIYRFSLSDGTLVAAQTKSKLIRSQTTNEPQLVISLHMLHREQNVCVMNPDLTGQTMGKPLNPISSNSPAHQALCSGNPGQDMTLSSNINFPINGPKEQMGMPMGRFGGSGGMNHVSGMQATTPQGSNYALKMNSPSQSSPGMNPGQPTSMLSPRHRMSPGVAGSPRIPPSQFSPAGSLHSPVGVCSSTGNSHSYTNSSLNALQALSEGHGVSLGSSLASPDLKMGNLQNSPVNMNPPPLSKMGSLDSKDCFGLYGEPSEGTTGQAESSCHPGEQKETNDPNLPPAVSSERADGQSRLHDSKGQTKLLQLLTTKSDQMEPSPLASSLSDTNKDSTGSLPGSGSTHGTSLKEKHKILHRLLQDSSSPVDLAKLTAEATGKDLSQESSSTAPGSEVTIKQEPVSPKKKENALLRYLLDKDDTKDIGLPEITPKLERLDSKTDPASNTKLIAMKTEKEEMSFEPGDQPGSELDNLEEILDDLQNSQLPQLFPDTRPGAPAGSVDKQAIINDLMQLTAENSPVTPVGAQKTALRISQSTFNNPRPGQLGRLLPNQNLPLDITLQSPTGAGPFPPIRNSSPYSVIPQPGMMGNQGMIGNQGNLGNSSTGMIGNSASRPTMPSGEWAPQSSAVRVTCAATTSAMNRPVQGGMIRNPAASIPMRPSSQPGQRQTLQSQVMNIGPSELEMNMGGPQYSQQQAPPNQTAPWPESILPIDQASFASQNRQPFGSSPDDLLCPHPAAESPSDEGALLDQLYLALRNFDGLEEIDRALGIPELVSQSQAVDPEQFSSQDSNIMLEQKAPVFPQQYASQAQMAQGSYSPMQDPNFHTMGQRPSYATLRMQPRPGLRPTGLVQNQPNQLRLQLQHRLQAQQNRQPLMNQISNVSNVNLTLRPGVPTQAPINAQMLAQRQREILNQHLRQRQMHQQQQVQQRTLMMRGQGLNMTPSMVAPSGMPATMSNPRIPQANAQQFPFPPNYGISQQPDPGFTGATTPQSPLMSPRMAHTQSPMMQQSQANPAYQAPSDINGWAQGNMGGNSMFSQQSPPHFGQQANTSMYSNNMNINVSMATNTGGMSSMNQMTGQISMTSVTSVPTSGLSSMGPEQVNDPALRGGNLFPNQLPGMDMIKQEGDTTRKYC
# TLR9-MyD88 block – blocks human TLR9 binding to MyD88; Q9NR96+Q99836; CHO BLA complementation TLR9-MyD88, CCF4 FRET ratio; inhibition, % at 4.98 µM; 340,000 tested, 0.21% active; AID 504734;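 active = inhibition above the mean over all tested compounds plus 3 SD, cut at about 21% in these data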;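 also: 0% = DMSO only wells and 100% = clavulanate BLA inhibitor control wells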
# NOD2 RIPK2 PPI – NOD2-RIPK2 protein interaction inhibition. O43353. CHO BLA complementation NOD2-RIPK2, CCF4 ratio. inhibition, % at 4.98 µM. 360,000 tested, 0.38% active; in the data active = inhibition above about 21%;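 also: 0% = vehicle only and 100% = reference blocker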
# SRC1 inh – inhibits human SRC1 coactivator. HEK293 GAL4-SRC1 luciferase reporter, luminescence. Q15788. 360,000 tested, 0.12% active. AID 588354. inhibition, % at 3.6 µM;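 active = inhibition above the campaign mean plus 3 SD, with each screening campaign given its own cutoff, cut at about 60% in these data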;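 also: 0% = DMSO treated cells and 100% = gossypol at 36 µM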
# ABHD5 PLIN5 PPI – inhibitors of human ABHD5-perilipin-5 interaction. inhibition, % at 4 µM. Q00G26+Q8WTS1. Split G. princeps luciferase complementation, luminescence, 4 h. 360,000 tested, 0.78% active;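 active = inhibition above the mean inhibition across every tested compound plus 3 SD, cut at about 22% in these data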;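 also: 0% = DMSO only wells and the 100% control is not disclosed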
# MC4R antag cAMP – antagonists of human melanocortin 4 receptor (MC4R) | 360,000 tested, 0.48% active | P32245 | AID 540295 | MC4R-expressing cells, MTII-stimulated cAMP, LANCE TR-FRET | inhibition, % at 6.5 µM;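 active = inhibition above its plate's cutoff, the mean of tested wells on that plate plus 3 SD, cut at about 29% in these data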;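 also: 0% = Melanotan II alone and 100% = Melanotan II plus saturating MCL0020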
#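 Assay system: human MC4R-expressing U2OS cells; reagent: Melanotan II stimulation of cells; dosing: 6.5 µM single dose; timing: compound 30 min, challenge 1 h, detection 1 h; signal: TR-FRET cAMP assay; replicates: one well per compound, no replicates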
# MC4R ag barr – activates human MC4R beta-arrestin recruitment; P32245; U2OS MC4R beta-arrestin complementation, luminescence; percent of melanotan II response, DMSO zero; activation, % at 8.9 µM; 360,000 tested, 0.98% active;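 active = activation above a per-plate cutoff, the mean activation of sample wells on that plate plus 3 SD, cut at about 8% in these data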
# NCOA3 inh – inhibitors of human steroid receptor coactivator 3 (SRC3); Q9Y6Q9; HEK293 GAL4-SRC3 luciferase reporter, luminescence; inhibition, % at 3.6 µM; 360,000 tested, 0.17% active; AID 588352;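 active = inhibition above a per-campaign cutoff, the mean of all compounds plus 3 SD, cut at about 60% in these data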;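 also: 0% = DMSO-treated cells and 100% = gossypol-treated cells at 36 µM; higher means less SRC3-driven luciferase light from the GAL4 reporter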
# NR5A2 inv ag – suppresses constitutive activity of human LRH-1; O00482; HEK293T StAR-luciferase reporter, LRH-1 transfected, 24 h; inhibition, % at 3.6 µM; 360,000 tested, 0.13% active;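 active = inhibition above the mean inhibition of all tested compounds plus 3 SD, cut at about 73% in these data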;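 also: 0% = DMSO wells and 100% = reporter-only cells lacking LRH-1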
# NR2F2 inh – NR2F2 (human) inhibition, primary screen; 370,000 tested, 0.7% active; inhibition, % at 8.6 µM; HEK293T NGFI-A luciferase reporter, luminescence;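 active = inhibition above a per-plate cutoff, mean inhibition of test wells between control levels plus 3 SD, cut at about 38% in these data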;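 also: cells cotransfected with COUP-TFII expression vector driving the NGFI-A reporter; 0% = median of COUP-TF2 test wells and 100% = reporter-only cells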
# LMP1 NFkB inh – Epstein-Barr LMP1 NF-kappaB reporter inhibition. 350,000 tested, 0.69% active. inhibition, % at 12.5 µM. AID 504558. LMP1-induced NF-kappaB luciferase reporter cells, luminescence; in the data active = inhibition above about 41%;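 also: 0% = neutral control wells and 100% = reference inhibitor control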
# * marks the source's active call; other numbers are inactive results; nt = no result given. These rows are one share of the data (hit frequency here may not be typical).
# Start of the listing, in advance:
SMILES,NCOA2 inhibitor,TLR9-MyD88 block,NOD2 RIPK2 PPI,SRC1 inh,ABHD5 PLIN5 PPI,MC4R antag cAMP,MC4R ag barr,NCOA3 inh,NR5A2 inv ag,NR2F2 inh,LMP1 NFkB inh
Cc1cc(C)n(CCCNC(=O)C(C)(C)Oc2ccc(Cl)cc2)n1,-12,2,-8,11,-2,-2,0.4,-8,-10,3,1
COc1ccc(C)cc1Nc1n[n+](-c2ccccc2)c(-c2cc(OC)c(OC)cc2Br)s1,1,-12,-3,12,-15,8,-1.0,-18,-3,12,5

# The whole of this part, repeating the preview:
SMILES,NCOA2 inhibitor,TLR9-MyD88 block,NOD2 RIPK2 PPI,SRC1 inh,ABHD5 PLIN5 PPI,MC4R antag cAMP,MC4R ag barr,NCOA3 inh,NR5A2 inv ag,NR2F2 inh,LMP1 NFkB inh
Cc1cc(C)n(CCCNC(=O)C(C)(C)Oc2ccc(Cl)cc2)n1,-12,2,-8,11,-2,-2,0.4,-8,-10,3,1
COc1ccc(C)cc1Nc1n[n+](-c2ccccc2)c(-c2cc(OC)c(OC)cc2Br)s1,1,-12,-3,12,-15,8,-1.0,-18,-3,12,5
O=C(Cc1cscn1)c1ccc(O)cc1O,-10,-8,-2,1,-7,0,-1.3,-3,-9,-1,-3
Cc1ccc(-c2nn(-c3ccccn3)c(=O)c3ccccc23)cc1C,20,-2,-10,-8,4,6,0.1,10,6,3,-4
O=C(N1CCCCCC1)N1CCN(S(=O)(=O)c2cccc([N+](=O)[O-])c2)CC1,-18,3,-8,-31,10,-1,1.2,16,1,1,8
COC(=O)COc1ccc2c(=O)c(Oc3ccccc3)c(C)oc2c1,-44,-7,-1,-37,3,7,0.0,12,-4,-3,-1
Cc1ccc(S(=O)(=O)N2CCC(C(=O)Nc3ccc(S(=O)(=O)N4CCCC4)cc3)CC2)cc1,24,-2,-4,3,9,14,2.9,-9,4,34,-1
Nc1nc2c(nc(SCc3ccccc3Br)n2C2OC(CO)C(O)C2O)c(=O)[nH]1 (configuration not stated),-15,8,-3,8,-6,3,-0.4,8,-4,16,1
COC(=O)c1ccc(CN(c2ccc(OC)cc2)S(=O)(=O)c2ccccc2)cc1,6,-11,-4,3,2,6,0.1,20,20,19,2
COCCNC(=O)/C(C#N)=C1\N=C(NC(=O)c2ccco2)c2ccccc21,-50,1,11,2,2,-2,-1.6,-3,-17,4,3
Cc1nn(C)c(Cl)c1S(=O)(=O)N1CCC(CO)(CCc2ccccc2)CC1,11,-3,-4,3,3,10,-1.1,17,-28,18,5
Cc1cccc(C2c3[nH]c4ccccc4c3CCN2C(=O)c2ccc(=O)[nH]c2)n1 (configuration not stated),-12,6,-4,5,5,0,-1.4,-7,6,2,1
Cc1cc(C)cc(NC(=O)N2CCNC(=O)C2CC(=O)Nc2cc(Cl)ccc2Cl)c1 (configuration not stated),-5,4,3,6,-1,17,-2.3,0,-3,2,-11
O=C(Nc1cccc(S(=O)(=O)N2CCOCC2)c1)C1CCCN(C(=O)c2ccc(Cl)cc2)C1 (configuration not stated),28,10,0,-2,9,18,-0.9,-3,9,17,6
CCOC(=O)Nc1cc(OC)c(OC)cc1Cc1nccc2cc(OC)c(OC)cc12,-10,-2,-5,-35,5,-1,-0.7,-4,-12,-16,-4
COc1ccc(OC)c(-c2nc3c(C)n[nH]c(=O)c3[nH]2)c1,9,-2,-8,1,5,-7,-0.1,23,16,10,5
Cc1c(-c2ccc(Cl)cc2)oc(=O)c2c(N)n(-c3ccccc3)nc12,-53,0,-5,-17,-3,7,7.1,-7,-20,-8,0
O=C(NCc1ccccn1)c1nn(-c2ccccc2)c(=O)c2ccccc12,-33,0,2,-17,5,3,-1.0,12,36,-27,0
O=C(OC(C(=O)NCC1CCCO1)c1ccccn1)c1cccs1 (configuration not stated),-12,-6,-13,-18,3,19,1.9,13,-5,7,-10
Cn1c(SCC(=O)NNC(=O)Cc2ccccc2)nc2ccccc2c1=O,-11,-5,-3,-9,3,10,0.9,14,-18,-10,1
CN(CC(=O)Nc1ccc(F)cc1)C(=O)CN1C(=O)NC2(CCCCC2)C1=O,-10,1,-1,-5,-1,13,-0.6,-6,-4,0,0
CCS(=O)(=O)c1ccc(C(=O)Nc2cccc(Cl)c2)c(Cl)c1Cl,-29,-8,9,-4,-2,25,0.6,-6,3,8,16
O=C(NN1C(=O)/C(=C/c2cccs2)SC1=S)c1cccnc1,-7,nt,-8,9,-6,-3,0.6,10,-10,3,nt
COCC1CCCCN1C(=O)c1cccc(OC2CCN(C(=O)C3CC3)CC2)c1 (configuration not stated),-25,-3,1,-20,9,8,-1.4,-49,-32,-4,-4
CCOCCCNC(=O)C(c1ccc(C)cc1)N(Cc1cccs1)C(=O)c1ccccn1 (configuration not stated),-6,7,-7,21,0,-2,0.1,18,4,-16,5
COCCCNc1nc(N)c([N+](=O)[O-])c(NC2CCCCC2)n1,2,4,-3,18,-2,-1,3.2,-9,7,12,-24
O=C(NC(NC(=S)Nc1ccccc1C(=O)O)C(Cl)(Cl)Cl)c1ccco1 (configuration not stated),2,-5,0,11,-1,8,0.3,7,-4,6,-9
CCCCC(=O)Nc1ccc(C(=O)NNC(=S)NC(=O)c2ccco2)cc1,-5,-1,-4,-6,-4,2,-0.7,-8,7,7,19
COc1ccc(S(=O)(=O)NCc2cccnc2)cc1Br,23,-14,12,-3,8,9,-1.8,14,10,48*,19
COc1ccc(Nc2nc(-c3cccs3)nc3ccccc23)cc1S(=O)(=O)N1CCOCC1,1,1,-1,27,10,-48,0.3,32,21,-4,15
Cc1ccc(S(=O)(=O)CCC(=O)OCC(=O)NCc2ccc(Cl)cc2)cc1,2,-14,-4,-4,0,25,-1.0,1,0,-9,-2
O=C(c1cccc(S(=O)(=O)N2CCCc3ccccc32)c1)N1CCN(c2ccccc2)CC1,14,2,0,-1,10,6,0.7,8,13,23,6
O=C1C(c2ccc(F)cc2)N(C2CCCCC2)C(=O)CN1C1CCCC1 (configuration not stated),0,0,-11,3,-2,6,-1.9,-15,-4,15,4
Oc1cc2c(cc1CN1CCN(c3ncccn3)CC1)OCO2,-6,-7,3,-52,16,-8,-2.8,19,14,-1,-2
CCN(CC)CCCNC(=O)c1cc2nc(-c3ccccc3)cc(C(F)(F)F)n2n1,-44,4,4,-10,2,0,-1.5,-13,-16,-14,0
CC(C)CN(C(=O)COC(=O)Cc1n[nH]c(=O)c2ccccc12)C1CCS(=O)(=O)C1 (configuration not stated),-23,-4,-2,-11,2,8,-1.1,6,2,-5,-4
CCN1CCN(c2oc(-c3ccc(OC)cc3)nc2C#N)CC1,-38,-1,-9,-21,1,5,-0.8,12,-5,3,-2
CC(=O)/C=C1/C(=O)Nc2ccccc21,-20,-15,8,7,44*,-11,2.3,8,12,9,7
CCn1cc(CN2CCC(C(=O)Nc3ccc(Oc4ccccc4F)cc3)CC2)cn1,-25,-1,12,-6,-8,-9,-1.4,-12,-9,4,2
Cc1csc(CN(C)C(=O)C2CCC(=O)N(Cc3ccc(Cl)cc3)C2)n1 (configuration not stated),-15,6,-9,10,-4,8,-0.1,-18,-27,14,-5
Cn1nc([N+](=O)[O-])nc1N1CCOCC1,14,-5,2,6,1,5,-0.1,15,6,-9,5
Cc1ccc(C)c2c1cc(C)c1nnc(SCC(=O)Nc3nc4c(s3)CCCC4)n12,5,-5,0,22,4,3,-0.4,17,-1,5,-6
CCOC(=O)N1CCN(C(=O)c2cc3ccccc3o2)CC1,-4,-9,-1,-4,-2,10,0.2,-1,-8,4,14
CCOC(=O)N1CCN(S(=O)(=O)N2CCCC(C(=O)NCCCN3CCCCC3)C2)CC1 (configuration not stated),10,-3,10,-6,-2,2,-0.3,-3,-7,-2,-3
NC(=O)CSc1nc(O)cc(=O)n1-c1ccccc1,6,2,-4,-9,1,8,0.5,-35,-6,5,-4
C=CCn1c(=N)n(CC(=O)c2ccc(Br)s2)c2ccccc21,-15,6,1,8,13,-5,-0.6,13,-3,12,7
Cc1ccc(C)c(NC(=O)COC(=O)c2cccc(S(=O)(=O)N3CCCCC3)c2)c1,-12,7,2,-17,4,6,-2.1,-32,11,-3,-8
CC(=O)Nc1ccc(N(C(=O)CNC(=O)c2ccco2)C(C(=O)NCC2CCCO2)c2ccccc2)cc1 (configuration not stated),7,-9,11,12,-5,-1,-1.5,16,-7,-10,-8
NS(=O)(=O)c1ccc(CCNC(=O)c2ccc(NS(=O)(=O)c3ccc4[nH]c(=O)[nH]c4c3)cc2)cc1,-11,-5,7,-16,6,-1,-1.9,-5,1,-14,-2
CCOC(=O)c1nnn(CC(=O)Nc2cc(F)ccc2F)c1C(=O)OCC,17,1,4,-15,0,6,-0.1,-1,7,-3,3
# The list continues:
SMILES,NCOA2 inhibitor,TLR9-MyD88 block,NOD2 RIPK2 PPI,SRC1 inh,ABHD5 PLIN5 PPI,MC4R antag cAMP,MC4R ag barr,NCOA3 inh,NR5A2 inv ag,NR2F2 inh,LMP1 NFkB inh
O=S(=O)(O)c1cc(OS(=O)(=O)c2ccccc2)cc2ccccc12,11,-8,9,-9,4,10,-1.8,14,17,-7,-8
COc1ccccc1OCC(=O)Nc1ncc(C)s1,-71,8,-6,-119,-6,-1,-0.3,-85,-121,-40,-7
Cc1cccc(NC(=O)C2CCN(S(=O)(=O)c3ccc(Cl)cc3)CC2)n1,11,2,-8,12,5,0,0.7,10,18,11,0
CC(C)[C@H](NC(=O)[C@H](CCCN=C(N)N)NC(=O)NC(Cc1ccccc1)C(=O)O)C(=O)NC(C=O)CCCN=C(N)N (some centres not stated),-14,-1,-19,-11,-2,-4,-1.6,-2,13,-5,-3
N#Cc1ccc(C(=O)NCCCSc2ccccc2)cc1,-18,-5,4,-7,1,18,-1.5,2,15,-3,-3
O=[N+]([O-])/C=C/c1c(OCc2ccccc2)ccc2ccccc12,nt,27*,82*,-1,84*,12,2.2,-10,-15,nt,-20
COc1cccc(Nc2nc(-c3cccs3)nc3ccccc23)c1,-7,1,-4,6,0,32*,-1.2,21,10,4,-75
COC(=O)Nc1c(C(=O)OC)cc(OC)c(OC)c1OC,-1,-10,-1,-18,-7,-2,2.4,11,-4,4,2
CC1CCN(c2c(NCC3CCC(C(=O)NCc4ccccc4)CC3)c(=O)c2=O)CC1 (configuration not stated),-3,-4,5,-6,-8,13,1.1,-13,26,4,6
CSc1nc(N)nc(SC2C=CCCC2)c1C#N (configuration not stated),-2,7,0,-17,-8,6,2.9,-9,-28,-33,-1
CCOc1ccc(C(CC(=O)O)NC(=O)COc2ccccc2)cc1OC (configuration not stated),-7,-3,2,2,0,1,0.0,-2,11,6,-8
COc1cc(C(=O)NCC2(c3ccccc3)CCCC2)cc(OC)c1OC,4,-6,-7,3,-4,14,1.6,9,1,22,-7
O=C(C1CCN(S(=O)(=O)c2cccc3cccnc23)CC1)N1CCN(c2ccc(Cl)cc2)CC1,25,-13,0,9,0,15,0.7,16,-21,36,24
O=c1[nH]c(-c2ccc(O)cc2)nc2scc(-c3cccs3)c12,-89,9,-7,-91,4,6,2.0,-80,-94,-23,-57
